From PubChem BioAssay
S1P4 agonist = S1P4 receptor agonists, primary screen, cell-based. Sphingosine 1-phosphate receptor 4 (Homo sapiens), O95977. S1P4-expressing cell line, agonist reporter assay. activation, % at 4.98 µM. 220,000 tested, 0.35% active; in the data active = activation above about 11%;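 note: 0% = DMSO vehicle and 100% = reference agonist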
S1P4 antagonist = S1P4 receptor antagonists, primary screen, cell-based. inhibition, % at 4.98 µM. 220,000 tested, 0.26% active. AID 1510, 2009. S1P4-expressing cells, antagonist mode, reporter read-out. Sphingosine 1-phosphate receptor 4 (Homo sapiens), O95977; in the data active = inhibition above about 29%;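 note: 0% = wells stimulated with agonist and 100% = vehicle wells without agonist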
Wee1 degr inh = Wee1 degradation inhibitors, primary screen, cell-based, HeLa, Wee1K328M-luciferase, luminescence; 220,000 tested, 1.2% active; Wee1-like protein kinase (Homo sapiens), P30291; AID 1321, 2008; reporter increase, % at 5 µM; HeLa Luc-Wee1K328M stability; 100% = proteasome inhibitor MG132 effect;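 active = activation above the mean of all tested compounds plus 3 SD, set per screening run, cut at about 8.8% in these data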;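 note: cells exposed to compound for 20 h before luminescence read; 0% = DMSO alone and 100% = MG132 at 30 µM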
BaF3 tox = parental Ba/F3 cell viability inhibition, counter-screen for JAK2V617F inhibitor project, murine pro-B, CellTiter-Glo luminescence; inhibition, % at 5.6 µM; 220,000 tested, 1.1% active; CellTiter-Glo ATP luminescence;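 active = inhibition above a per-campaign cutoff, the mean inhibition of all tested compounds plus 3 SD, cut at about 27% in these data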;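 note: 0% = DMSO wells and 100% = JAK Inhibitor I control wells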
Mdm2 ligase inh = MDM2-luciferase reporter signal enhancers, primary screen, MDM2 E3 ligase inhibitor project, cell-based, luminescence, 1536-well. E3 ubiquitin-protein ligase Mdm2 (Homo sapiens), Q00987. cell-based MDM2 ubiquitination luciferase reporter, 2 h; 0 = plate control, 100 = twice control, blank-subtracted. signal enhancement, % at 5 µM. 210,000 tested, 0.11% active;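 active = signal enhancement of 30% or more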;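 note: luminescence tracks abundance of the self-degrading MDM2-luciferase fusion protein; higher signal means inhibition of MDM2 E3 ligase activity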
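Material: stable MDM2–luciferase fusion reporter cells / Quantity: 2000 cells/well / Dosing: single 5 µM compound dose, 0.2% final DMSO / Buffer or medium: DMEM / Schedule: 4 h cell settling then 2 h compound exposure, 37 °C / Detection: luminescence with SteadyLite reagent, 15 min at room temperature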
Ba/F3 V617F tox = reduced viability of JAK2V617F-dependent Ba/F3 cells, primary screen, JAK2V617F inhibitor project, cell-based, Ba/F3 EpoR-JAK2V617F, luminescence; AID 1446, 2008; inhibition, % at 5.6 µM; ATP luminescence; 220,000 tested, 1.1% active;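 active = inhibition above the campaign mean plus 3 SD over all tested compounds, cut at about 24% in these data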;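 note: cytokine-independent growth of Ba/F3 cells driven by EpoR plus mutant JAK2; 0% = DMSO-treated cells and 100% = JAK inhibitor I control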
eIF4E 4G PPI = eIF4E–eIF4G protein interaction inhibitors, primary screen, biochemical, uHTS, TR-FRET, eIF4GI fragment; Eukaryotic translation initiation factor 4E (Mus musculus) + Eukaryotic translation …; TR-FRET eIF4E-eIF4GI(517-606) binding, 2 h; inhibition, % at 21.7 µM; 220,000 tested, 0.37% active; AID 782, 2007;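 active = inhibition above about 30%, limit read from the data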;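 note: 0% = full FRET control wells and 100% = background wells lacking eIF4GI fragment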
Target sequence (P63073 whole entry, looked up, the tested form may be a part): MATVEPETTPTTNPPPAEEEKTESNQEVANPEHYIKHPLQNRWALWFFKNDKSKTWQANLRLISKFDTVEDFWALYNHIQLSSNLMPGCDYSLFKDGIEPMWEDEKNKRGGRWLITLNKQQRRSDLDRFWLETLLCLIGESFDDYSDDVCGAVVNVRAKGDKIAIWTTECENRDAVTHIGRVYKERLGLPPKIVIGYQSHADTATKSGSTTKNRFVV
Target sequence (Q04637 whole entry, looked up, the tested form may be a part): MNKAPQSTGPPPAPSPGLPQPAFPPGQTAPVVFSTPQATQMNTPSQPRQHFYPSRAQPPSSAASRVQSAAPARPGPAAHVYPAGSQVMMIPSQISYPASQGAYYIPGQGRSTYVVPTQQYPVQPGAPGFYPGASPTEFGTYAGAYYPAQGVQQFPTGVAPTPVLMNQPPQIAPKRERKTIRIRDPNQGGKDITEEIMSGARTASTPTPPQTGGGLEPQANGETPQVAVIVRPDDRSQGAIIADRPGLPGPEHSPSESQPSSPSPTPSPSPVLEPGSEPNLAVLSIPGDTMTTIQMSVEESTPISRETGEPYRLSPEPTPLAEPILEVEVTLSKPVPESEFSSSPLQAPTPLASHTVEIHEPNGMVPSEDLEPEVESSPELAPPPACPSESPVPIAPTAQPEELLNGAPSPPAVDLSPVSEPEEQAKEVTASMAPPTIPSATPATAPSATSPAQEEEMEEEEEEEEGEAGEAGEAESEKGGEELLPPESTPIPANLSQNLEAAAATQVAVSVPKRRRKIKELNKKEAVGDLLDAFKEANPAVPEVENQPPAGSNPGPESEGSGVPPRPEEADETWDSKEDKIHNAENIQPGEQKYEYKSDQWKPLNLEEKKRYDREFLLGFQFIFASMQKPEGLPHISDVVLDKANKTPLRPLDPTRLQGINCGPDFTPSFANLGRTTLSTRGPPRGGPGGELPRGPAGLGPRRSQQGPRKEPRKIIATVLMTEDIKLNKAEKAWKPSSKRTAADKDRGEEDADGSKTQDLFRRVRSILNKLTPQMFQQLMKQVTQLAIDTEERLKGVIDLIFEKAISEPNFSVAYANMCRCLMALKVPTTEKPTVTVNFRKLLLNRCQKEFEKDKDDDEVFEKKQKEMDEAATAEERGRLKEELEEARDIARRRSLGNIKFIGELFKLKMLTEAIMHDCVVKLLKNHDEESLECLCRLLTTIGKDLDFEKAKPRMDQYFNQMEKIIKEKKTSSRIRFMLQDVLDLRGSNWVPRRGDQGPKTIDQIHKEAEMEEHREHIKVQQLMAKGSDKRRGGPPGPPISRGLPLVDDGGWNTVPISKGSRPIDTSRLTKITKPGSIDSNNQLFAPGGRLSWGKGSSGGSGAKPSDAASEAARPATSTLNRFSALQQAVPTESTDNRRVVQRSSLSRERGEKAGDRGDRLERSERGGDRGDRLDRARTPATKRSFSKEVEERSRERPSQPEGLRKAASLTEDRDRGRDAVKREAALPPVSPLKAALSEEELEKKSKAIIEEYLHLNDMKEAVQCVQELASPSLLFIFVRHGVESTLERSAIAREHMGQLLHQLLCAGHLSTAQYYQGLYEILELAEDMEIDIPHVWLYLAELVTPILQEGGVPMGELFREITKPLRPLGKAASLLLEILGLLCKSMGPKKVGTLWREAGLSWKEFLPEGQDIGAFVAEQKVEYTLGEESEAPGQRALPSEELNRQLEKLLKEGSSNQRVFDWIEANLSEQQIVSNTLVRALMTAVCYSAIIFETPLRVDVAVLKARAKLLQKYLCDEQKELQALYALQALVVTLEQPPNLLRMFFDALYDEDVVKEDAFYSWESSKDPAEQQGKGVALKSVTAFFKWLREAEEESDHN
PERK inh = block of dimerizer-induced PERK translation repression, primary screen, PERK inhibitor project, CHO PERK-DD cells, SEAP luminescence, HTS. CHO PERK-DD fusion, SEAP luminescence translation reporter. Eukaryotic translation initiation factor 2-alpha kinase 3 (Homo sapiens), Q9NZJ5. AID 1416, 2008. 220,000 tested, 0.17% active. inhibition, % at 5.6 µM;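 active = inhibition above the mean inhibition of all tested compounds plus 3 SD, set separately per screening campaign, cut at about 2.9% in these data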;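 note: PERK kinase domain activated by AP20187 dimerizer at 100 nM; 0% = DMSO with dimerizer and 100% = rapamycin at 8.4 µM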
NPY2 pot ag = NPY-Y2 potentiators or agonists, primary screen, cell-based; 220,000 tested, 0.45% active; activation, % at 3.6 µM; cells expressing NPY-Y2, potentiator/agonist read-out; Neuropeptide Y receptor type 2 (Homo sapiens), P49146; AID 1359, 2008; in the data active = activation above about 27%;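 note: cells stimulated with NPY near EC25 plus isoproterenol at EC100; 0% = vehicle plus submaximal agonist and 100% = vehicle plus saturating agonist; some results beyond the cut were filed as inactive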
Active calls of the source: *; · = not tested or not shown; [ ] = dose if it differs, or a comment. Compounds were not picked by outcome; overall some 4.1% were active at least once.

1. COc1ccc(OC)c(C2=C[N+](=O)C(C)(C)C(C)(C)N2[O-])c1
2. COC(=O)CCC(=O)NNC(=O)CCCOc1ccc(Cl)cc1Cl
3. COc1cccc(-n2c(-c3ccc4[nH]c(C)c(C)c4c3)n[nH]c2=S)c1
4. CSc1nc(Cc2ccccc2)cc(=O)[nH]1
5. C=C(C)CN=C1SC(C(=O)Nc2sc3c(c2C(=O)OC)CCC3)C(N)=C1C(N)=O (centres undefined)
6. CCOC(=O)c1cnn(-c2ccccc2)c1-n1cccc1C(=O)C(=O)Nc1ccccc1C(F)(F)F
7. CCNC(=S)NCc1ccc(OC)c(OC)c1
8. O=C(NCCC(=O)N1CCNC1=O)OCc1ccccc1
Screen / compound no.	1	2	3	4	5	6	7	8
S1P4 agonist	-2.4	-0.4	0.4	-0.1	0.2	-0.9	0.3	-1.2
S1P4 antagonist	-1	4	-5	1	-15	3	19	4
Wee1 degr inh	2	-2	1	1	-2	3	0	0
BaF3 tox	-1	10	6	-3	8	1	8	1
Mdm2 ligase inh	-14	-11	-10	8	-21	-7	-22	-34
Ba/F3 V617F tox	-2	4	4	-3	-1	3	2	-1
eIF4E 4G PPI	-1	5[fluorescence artefact?]	-8	2	1	16	-6	-7
PERK inh	1.2	-1.0	0.0	1.5	-0.5	0.0	0.7	0.7
NPY2 pot ag	5	-22	-7	-28	-5	-6	-4	21

An excerpt from above with just PERK inh.
no.	smiles	PERK inh
8	O=C(NCCC(=O)N1CCNC1=O)OCc1ccccc1	0.7
6	CCOC(=O)c1cnn(-c2ccccc2)c1-n1cccc1C(=O)C(=O)Nc1ccccc1C(F)(F)F	0.0
2	COC(=O)CCC(=O)NNC(=O)CCCOc1ccc(Cl)cc1Cl	-1.0
7	CCNC(=S)NCc1ccc(OC)c(OC)c1	0.7
4	CSc1nc(Cc2ccccc2)cc(=O)[nH]1	1.5

Additional compounds:
9. Cc1ccc(C)c(N2CCN(C(=O)Cc3ccc(-n4c(=O)[nH]c5ccsc5c4=O)cc3)CC2)c1
10. CCCCNC(=O)N(CC)c1c(N)n(Cc2ccccc2)c(=O)[nH]c1=O
11. CCOC(=O)c1c(NC(=O)CSc2nnc(Cc3csc(N)n3)n2C)sc(C)c1C
12. C=CCn1c(SCC(=O)NCC)nnc1-c1cc2c(s1)CCC(CC)C2 (centres undefined)
13. CN(C)C(=O)c1ccccc1Sc1ccc(Cl)cc1Cl
14. Cc1cc(C)n2nc(C(=O)N/N=C/c3ccccc3Cl)nc2n1
15. Cc1nn(Cc2ccccc2Cl)c(C)c1NC(=O)c1ccn(C)n1
16. COC(=O)c1ccc(CO/N=C(\NC(C)=O)c2nonc2NC(C)=O)cc1
Screen / compound no.	9	10	11	12	13	14	15	16
S1P4 agonist	-0.2	0.6	0.8	-1.8	1.6	2.1	-1.0	-1.1
S1P4 antagonist	-21	-8	-18	-8	-14	-29	-10	-11
Wee1 degr inh	5	-1	0	-2	3	2	0	2
BaF3 tox	11	3	3	3	9	2	-4	-1
Mdm2 ligase inh	-13	3	-12	7	6	17	-8	-9
Ba/F3 V617F tox	5	-1	-2	1	1	-2	-3	-3
eIF4E 4G PPI	8[fluorescence artefact?]	2	-5	6	1	1	2	-7
PERK inh	-0.2	0.3	0.5	-0.5	-1.1	-0.2	0.3	0.0
NPY2 pot ag	9	15	27	-23	-8	-9	8	2

17. Cc1ccc(S(=O)(=O)c2cc(C#N)c(=O)[nH]c2N)cc1
18. COc1ccc(-c2csc3nc(-c4ccccc4F)oc(=O)c23)cc1OC
19. CC(C)CCNc1cc(=O)n(C)c(=O)n1C
20. CO/N=C/c1ccc(Sc2ccccc2N)c([N+](=O)[O-])c1
21. Cc1cccc(NC(=O)CSc2ncnc3nc[nH]c23)c1
22. N/C(=N\OC(=O)CCC1CCCCC1)c1ccccn1
23. Cc1oc(-c2ccccc2)[n+]([O-])c1C
24. Nc1nc(-c2cccs2)c(NC(=O)c2ccccc2)s1
Screen / compound no.	17	18	19	20	21	22	23	24
S1P4 agonist	-1.4	0.7	1.2	0.1	-0.3	0.2	1.6	-0.5
S1P4 antagonist	-9	-10	-18	-10	10	-4	-5	-9
Wee1 degr inh	1	-3	-3	0	0	-1	0	1
BaF3 tox	6	0	9	7	13	8	1	5
Mdm2 ligase inh	-17	-11	-6	-7	-3	-20	-21	-20
Ba/F3 V617F tox	-1	1	-2	0	9	2	-2	-1
eIF4E 4G PPI	5	-9	2[fluorescence artefact?]	1[fluorescence artefact?]	2	0	·	3[fluorescence artefact?]
PERK inh	0.6	-0.5	1.1	-0.8	-0.4	0.7	0.9	-0.1
NPY2 pot ag	2	-23	9	0	-9	6	3	17

25. CN(Cc1ccco1)C(=O)c1c[nH]c2ccc(S(=O)(=O)Nc3ccc4c(c3)OCCO4)cc2c1=O
26. CCC(=O)N(Cc1cc2ccccc2[nH]c1=O)C(C)C
27. CCc1ccc(C2=NN(CCC(=O)NC3CC3)C(=O)CC2)cc1
28. O=C(Nc1nc2cc(Cl)ccc2s1)C1CCCN(S(=O)(=O)c2cccc3cccnc23)C1 (centres undefined)
29. Cc1cc(O)cc(=O)n1Cc1ccco1
30. CCCC(=O)N/C(N)=N/c1nc(C)c2cc(C)ccc2n1
31. CCc1ccc2[nH]c(=O)c(C(c3nnnn3CCOC)N3CCN(c4ccc(F)cc4)CC3)cc2c1 (centres undefined)
32. COC(=O)c1[nH]c2ccccc2c1NC(=O)Oc1ccccc1
Screen / compound no.	25	26	27	28	29	30	31	32
S1P4 agonist	1.1	-0.2	-0.7	-2.7	1.7	-0.1	-0.2	0.0
S1P4 antagonist	8	0	-14	1	-1	-3	13	-27
Wee1 degr inh	3	0	-1	-3	-3	-3	0	-1
BaF3 tox	5	3	4	7	2	20	7	3
Mdm2 ligase inh	1	-10	·	-6	1	-12	2	-8
Ba/F3 V617F tox	3	-4	-3	-1	0	13	1	-2
eIF4E 4G PPI	-1	-11[fluorescence artefact?]	4[fluorescence artefact?]	-1	2[fluorescence artefact?]	4	-7	-6
PERK inh	-0.3	0.8	0.2	-0.3	-1.3	-1.6	-0.7	1.3
NPY2 pot ag	-12	1	16	-16	11	-17	-6	-1

33. Cc1cccc(Cn2c(C(C)O)nc3ccccc32)c1 (centres undefined)
34. CCOc1ccc(-c2nc(C#N)c(N3CCN(C)CC3)o2)cc1
35. CC1(C)CC(=O)C2=C(C1)N(c1ccccc1)C(N)=C(C#N)C2c1ccsc1 (centres undefined)
36. CC(=O)c1ccc(O)c(CSC2=NCCS2)c1
37. CC(=O)OC1OCCOC1NC(=S)Nc1cccc(C(F)(F)F)c1 (centres undefined)
38. O=C(CN1C(=O)C2CCCCC2C1=O)OCc1nnc(-c2ccccc2)o1 (centres undefined)
39. COC(=O)c1[nH]c(C)c(/C(O)=C2\C(=O)C(=O)N(CCN3CCOCC3)C2c2ccco2)c1C (centres undefined)
40. c1ccc2c(c1)nc(NCc1ccc3c(c1)OCO3)n2CCN1CCOCC1
Screen / compound no.	33	34	35	36	37	38	39	40
S1P4 agonist	1.4	0.0	-0.9	-1.9	3.1	-0.5	0.5	0.7
S1P4 antagonist	-2	14	9	-10	-8	-8	-3	-7
Wee1 degr inh	0	-1	0	-1	6	-2	-4	-1
BaF3 tox	0	0	1	2	1	8	0	6
Mdm2 ligase inh	-25	-13	-11	-18	-7	-5	-7	·
Ba/F3 V617F tox	-3	-3	2	3	1	2	-2	0
eIF4E 4G PPI	-10	8	-1	-1	8	-2	-4	2
PERK inh	0.2	-1.2	-1.3	0.8	0.8	0.4	-0.4	0.4
NPY2 pot ag	1	-1	0	-3	5	3	-2	-5

A stretch from the list above, for reference:
34. CCOc1ccc(-c2nc(C#N)c(N3CCN(C)CC3)o2)cc1
35. CC1(C)CC(=O)C2=C(C1)N(c1ccccc1)C(N)=C(C#N)C2c1ccsc1 (centres undefined)
36. CC(=O)c1ccc(O)c(CSC2=NCCS2)c1
37. CC(=O)OC1OCCOC1NC(=S)Nc1cccc(C(F)(F)F)c1 (centres undefined)
38. O=C(CN1C(=O)C2CCCCC2C1=O)OCc1nnc(-c2ccccc2)o1 (centres undefined)
Screen / compound no.	34	35	36	37	38
S1P4 agonist	0.0	-0.9	-1.9	3.1	-0.5
S1P4 antagonist	14	9	-10	-8	-8
Wee1 degr inh	-1	0	-1	6	-2
BaF3 tox	0	1	2	1	8
Mdm2 ligase inh	-13	-11	-18	-7	-5
Ba/F3 V617F tox	-3	2	3	1	2
eIF4E 4G PPI	8	-1	-1	8	-2
PERK inh	-1.2	-1.3	0.8	0.8	0.4
NPY2 pot ag	-1	0	-3	5	3

Next part:
41. O=[N+]([O-])c1ccc2nc(SCc3cn4cccnc4n3)[nH]c2c1
42. Cn1c(=O)c2c(nc(CN3CCCCC3)n2CCc2ccccc2)n(C)c1=O
43. CC(=O)c1ccc(-n2nnnc2SCC(=O)NNC(=O)c2ccco2)cc1
44. CN(C)/N=C/C=C1\CCC/C(=C/c2cccs2)C1=O
45. COc1cc(/C=N/n2c(-c3cc(C)[nH]n3)n[nH]c2=S)ccc1O
46. CC1CCCCC1NC(=O)C1CCCN1S(=O)(=O)c1cccc2nsnc12 (centres undefined)
47. c1ccc(CSc2ccc(-c3cccnc3)nn2)cc1
48. NS(=O)(=O)c1ccc(CCNC(=O)CCCn2c(SCC(=O)N3CCCC3)nc3ccsc3c2=O)cc1
Screen / compound no.	41	42	43	44	45	46	47	48
S1P4 agonist	0.4	1.9	-3.5	-0.4	0.5	0.9	2.0	-0.2
S1P4 antagonist	-4	1	0	7	12	-32	-12	5
Wee1 degr inh	0	-2	-1	8	-2	1	-2	6
BaF3 tox	-6	6	4	11	-2	5	8	7
Mdm2 ligase inh	·	-1	-12	-12	-12	-7	-6	3
Ba/F3 V617F tox	0	-1	1	20	0	1	-1	2
eIF4E 4G PPI	-13	6	9	5	1	-2	0	2
PERK inh	0.8	-0.2	1.1	0.1	1.6	-1.0	0.3	1.5
NPY2 pot ag	-13	-6	-6	-21	-6	2	-4	-4

Part of the list above, with values under each structure.
Every second line gives: S1P4 agonist | S1P4 antagonist | Wee1 degr inh | BaF3 tox | Mdm2 ligase inh | Ba/F3 V617F tox | eIF4E 4G PPI | PERK inh | NPY2 pot ag
47. c1ccc(CSc2ccc(-c3cccnc3)nn2)cc1
    2.0 | -12 | -2 | 8 | -6 | -1 | 0 | 0.3 | -4
48. NS(=O)(=O)c1ccc(CCNC(=O)CCCn2c(SCC(=O)N3CCCC3)nc3ccsc3c2=O)cc1
    -0.2 | 5 | 6 | 7 | 3 | 2 | 2 | 1.5 | -4
